Bioassay records as filed in PubChem.
Arr AP2 block = human beta-arrestin and AP2 interaction inhibition; inhibition, % at 10 µM; 340,000 compounds, 0.31% hits; FITC-arrestin peptide / GST-AP2 beads, flow cytometry; AP2 beta2 appendage carries R879A mutation;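 active = inhibition above a set limit, near 3 SD of compounds lacking own fluorescence, cut at about 54% in these data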;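 note: plate controls were DMSO wells for no effect and 5 µM unlabelled arrestin peptide for full effect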
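Material – AP2 appendage R879A on GSH beads · Buffer or medium – PBS with 0.05% Tween 20 and 0.1% BSA · Probe or stimulus – fluorescein-tagged arrestin peptide at 50 nM final · Incubation – compound with beads 12 min RT, then probe 1 h RT · Detection – high-throughput flow cytometry of beads, ex 488, em 535 nm · Evaluation – percent response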
MOR-DOR ag = agonists of human mu-delta opioid receptor heterodimerization. AID 504326. cells, OPRM1-OPRD1 heterodimerization, luminescence. activation, % at 9.3 µM. 340,000 compounds, 0.3% hits; in the data active = activation above about 18%;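 note: 0% = vehicle-treated cells and 100% = reference agonist; values of inactives mirror those of a sister screen read the other way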
Keap1-Nrf2 PPI = Keap1-Nrf2 (human) interaction inhibition; Q14145; Keap1 Kelch-Nrf2 peptide fluorescence polarization, 1536-well; inhibition, % at 9.4 µM; 340,000 compounds, 0.15% hits; in the data active = inhibition above about 12%;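 note: human Keap1 Kelch domain with fluorescein labeled Nrf2 9mer peptide probe; 0% = neutral control wells and 100% = peptide positive control; higher means more block of Keap1 binding to Nrf2 peptide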
V-ATPase pHluor = regulators of yeast V-ATPase proton transport; S. cerevisiae, pHLuorin cytosolic pH fluorescence; response, % at 10 µM; 350,000 compounds, 0.37% hits; AID 504577; in the data active = response mostly above about 7.3%, no sharp cut-off; inactive = mostly below about 5.4%; note: actives read high; inactives centre near 0; some compounds called inactive have numbers as strong as hits; reference of the scale not given here
MOR-DOR inv ag = inverse agonists of human mu-delta opioid receptor heterodimerization; P35372+P41143; cell-based MOR-DOR heterodimer luminescence, inverse agonism; inhibition, % at 9.3 µM; 340,000 compounds, 0.21% hits; in the data active = inhibition above about 22%, passing the limit was not always enough;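 note: 0% = cells with DMSO and 100% = wells without cells with DMSO; values of inactives mirror those of a sister screen read the other way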
RTF Ca sens inh = cardiac RTF calcium desensitization; P19429+P45379; IANBD-labeled cardiac RTF, Ca2+ fluorescence; inhibition, % at 7.15 µM; 340,000 compounds, 0.12% hits;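 active = inhibition above the mean inhibition of all tested compounds plus 3 SD, cut at about 17% in these data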;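 note: assay run at fixed EC70 calcium of 1.6 mM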
Wnt act = activators of Wnt/beta-catenin signaling; 300,000 compounds, 1.2% hits; activation, % at 9.35 µM; AID 743398; Wnt/beta-catenin reporter cell assay, activator, plate reader; in the data active = activation above about 30%, passing the limit was not always enough;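 note: 0% = neutral control wells and 100% = positive control wells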
LANA DNA inh = inhibitors of KSHV LANA C-terminal domain DNA binding. inhibition, % at 9 µM. 340,000 compounds, 0.078% hits. MBP-C-LANA/FAM-LBS DNA binding, fluorescence polarization;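 active = highest replicate inhibition at or above 60% at 9 µM, even if other replicates fall short; inactive = all replicates below 60% inhibition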;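 note: 0% = neutral control wells and 100% = 4 µM acridine orange control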
DSG3 Ab inh = blocks pemphigus antibody binding to human desmoglein-3; DSG3-coupled beads, scFv-anti-DSG3-GFP binding, flow cytometry; stronger effect = lower value; binding (percent of control), % at 10 µM; 310,000 compounds, 0.48% hits;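 active = binding more than 3 SD below its plate's average and above zero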; note: some compounds called inactive have numbers as strong as hits
Target sequence (P32926 whole entry, looked up): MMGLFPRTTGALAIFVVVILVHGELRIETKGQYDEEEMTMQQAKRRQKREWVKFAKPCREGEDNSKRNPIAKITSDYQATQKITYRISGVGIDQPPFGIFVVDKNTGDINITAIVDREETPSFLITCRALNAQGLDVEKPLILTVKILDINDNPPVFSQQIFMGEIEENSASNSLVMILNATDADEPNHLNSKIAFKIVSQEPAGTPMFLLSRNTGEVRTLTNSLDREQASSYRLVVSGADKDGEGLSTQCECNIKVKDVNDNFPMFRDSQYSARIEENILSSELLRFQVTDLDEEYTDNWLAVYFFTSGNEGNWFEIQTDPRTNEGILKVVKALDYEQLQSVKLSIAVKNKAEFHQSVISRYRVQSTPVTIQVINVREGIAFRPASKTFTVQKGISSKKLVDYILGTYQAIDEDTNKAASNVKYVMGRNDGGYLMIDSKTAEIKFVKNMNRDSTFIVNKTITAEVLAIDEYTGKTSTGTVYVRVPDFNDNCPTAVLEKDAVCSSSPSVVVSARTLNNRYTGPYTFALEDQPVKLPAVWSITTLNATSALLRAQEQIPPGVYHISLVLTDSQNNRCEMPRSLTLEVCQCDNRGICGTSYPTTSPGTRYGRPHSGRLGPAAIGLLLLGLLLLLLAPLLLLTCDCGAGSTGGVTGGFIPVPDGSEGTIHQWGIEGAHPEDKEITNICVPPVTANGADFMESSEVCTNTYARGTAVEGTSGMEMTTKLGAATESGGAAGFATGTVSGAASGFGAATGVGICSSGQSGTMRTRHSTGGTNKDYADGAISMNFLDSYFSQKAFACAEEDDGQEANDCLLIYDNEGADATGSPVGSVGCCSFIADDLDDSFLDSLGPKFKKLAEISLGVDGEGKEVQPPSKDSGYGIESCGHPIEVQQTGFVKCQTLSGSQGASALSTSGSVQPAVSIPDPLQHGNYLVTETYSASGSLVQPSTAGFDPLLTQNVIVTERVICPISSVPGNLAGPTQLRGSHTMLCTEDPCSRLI
RTF Ca sens act = increases calcium sensitivity of human cardiac regulated thin filaments; IANBD-labeled TnC RTF fluorescence at EC20 calcium; 0% EC20 calcium, 100% full calcium; AID 493008; 340,000 compounds, 0.24% hits; activation, % at 7.2 µM; P19429+P45379;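 active = activation above the mean over all tested compounds plus 3 SD, cut at about 30% in these data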;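 note: rise in fluorescence read as greater calcium sensitivity of cardiac thin filaments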
Starred values were filed as active, the others as inactive; · = not tested or not shown; & = joins results of further samples.

SMILES | Arr AP2 block | MOR-DOR ag | Keap1-Nrf2 PPI | V-ATPase pHluor | MOR-DOR inv ag | RTF Ca sens inh | Wnt act | LANA DNA inh | DSG3 Ab inh | RTF Ca sens act
COc1ccc(-c2cc(C(=O)Nc3ccc(OC)c(OC)c3)no2)cc1 | -2 | -2.8 | -6 | 0 | 13 | -6 | -2 | 2.9 | 101 | 6
COc1ccc(/C=C2\SC(c3ccc(C)cc3)=NC2=O)cc1OC | 5 | -1.1 | -6 | 0 | 6 | -28 | · | 1.0 | 162 | 20
COc1cc(SC)ccc1C(=O)NCC1CCCO1 (stereo not drawn) | 8 | 0.8 | 1 | -5 | -5 | -6 | 26 | -0.2 | 96 | -6
COc1ccc(/C=C2\CCCC(C(=O)C(F)(F)F)=C2O)cc1 | 28 | 0.5 | 1 | -3 | -3 | 1 | · | 13 | 98 | -3
O=C(NC(=S)Nc1cccc(NC(=O)c2ccccc2Cl)c1)c1cccs1 | 9 | -1.2 | -1 | 3 | 7 | -15 | 0 | 1.0 | 97 | 2
CC(C)c1ccc(OCC(=O)NCCO)cc1 | 1 | -2.3 | 1 | -2 | 12 | 8 | 2 | -1.4 | 85 | -1
Cc1cc(C)cc(OCC(=O)N/N=C/c2ccco2)c1 | 12 | 0.9 | -2 | 1 | -5 | -4 | 0 | 1.0 | 107 | 1
COc1cc(N2CCCC2)c(OC)cc1/C=C(/C#N)c1cccc(Br)c1 | -1 | -1.0 | 1 | -1 | 6 | -19 | · | 4.4 | 265 | 16
CSc1ncnc2[nH]ncc12 | -5 | -2.1 | -4 | -1 | 11 | -4 | 6 | -3.4 | 88 | -2
CSCCC(NC(=O)c1ccccc1Cl)C(=O)N1CC(C)OC(C)C1 (stereo not drawn) | 31 | 1.0 | 1 | -2 | -4 | -1 | -3 | -0.6 | · | 4
CNC(=O)COC(=O)c1ccc2c(c1)S(=O)(=O)c1ccccc1C2=O | -7 | 6.1 | 0 | 2 | -33 | -34 | 0 | 0.9 | 108 | -3
O=C(CCNC(=O)c1ccc(Br)o1)NCc1ccc(Cl)cc1 | -9 | -1.8 | -1 | -1 | 10 | -1 | · | 0.4 | 123 | -6
CCCNC(=O)N(C)c1nncnc1C(=O)NC | 21 | -2.7 | 1 | 1 | 14 | -6 | · | 0.4 | · | -3
NC(N)=NS(=O)(=O)c1ccc(NC(=S)NC(=O)/C=C/c2ccc(F)cc2)cc1 | -3 | 1.4 | -4 | -5 | -8 | -11 | 0 | -0.4 | 109 | 6
Cc1noc(/C=C/N(C)C)c1S(=O)(=O)N(C)Cc1ccc(F)cc1 | -9 | -1.3 | -6 | 0 | 7 | -9 | -1 | -3.9 | · | 3

Next section (two carried over from the part before).
SMILES | Arr AP2 block | MOR-DOR ag | Keap1-Nrf2 PPI | V-ATPase pHluor | MOR-DOR inv ag | RTF Ca sens inh | Wnt act | LANA DNA inh | DSG3 Ab inh | RTF Ca sens act
NC(N)=NS(=O)(=O)c1ccc(NC(=S)NC(=O)/C=C/c2ccc(F)cc2)cc1 | -3 | 1.4 | -4 | -5 | -8 | -11 | 0 | -0.4 | 109 | 6
Cc1noc(/C=C/N(C)C)c1S(=O)(=O)N(C)Cc1ccc(F)cc1 | -9 | -1.3 | -6 | 0 | 7 | -9 | -1 | -3.9 | · | 3
COc1cc(NC(=O)NCC2CCN(Cc3ccccc3Cl)CC2)cc(OC)c1OC | -2 | -3.9 | 0 | 3 | 22 | 3 | -1 | 3.4 | 93 | 14
CC(C)OC(=O)/C(=C/c1cccnc1)NC(=O)c1ccccc1 | 9 | -0.7 | -6 | -1 | 4 | 10 | -5 | 0.0 | 94 | 2
Cc1ccc(NC(=O)CS(=O)CC(=O)N(CC(=O)NC2CCCC2)c2cccc(C)c2C)cc1 (stereo not drawn) | -1 | -2.4 | -4 | 0 | 14 | -8 | -5 | -0.2 | 98 | -1
COc1ccc(-n2[nH]c(C)cc2=O)cc1 | 8 | -3.6 | -3 | -1 | 17 | 2 | · | 0.0 | 107 | 3
COc1cc(C#Cc2ccc3cc(C(C)(C)O)oc(=O)c3c2)cc(OC)c1 | -5 | 2.9 | 2 | -2 | -17 | -10 | 15 | 2.5 | 93 | -1
O=C(CCl)N1N=C(c2ccco2)CC1c1ccco1 (stereo not drawn) | 14 | 0.2 | -9 | 0 | -1 | -4 | -2 | 0.4 | · | -4
COc1ccc(C(=O)NNC(=O)Nc2ccc(Cl)cc2)cc1 | 18 | 0.7 | -3 | 2 | -4 | -9 | -3 | 1.9 | 98 | -2
O=C(COC(=O)C1CC(=O)N(Cc2ccccc2)C1)c1ccc(Br)cc1 (stereo not drawn) | 44 | -2.2 | 3 | -8 | 12 | -14 | 3 | -4.5 | 113 | 3
COc1cccc(OC)c1NC(=O)CN1CCC(NC(=O)c2cccc(F)c2)CC1 | 1 | -2.7 | -5 | 4 | 12 | 1 | · | -0.1 | 102 | -2
CC(C)(C)c1cc(NC(=O)CCl)n(-c2ccccc2)n1 | 4 | -2.5 | -2 | -4 | 13 | 5 | 0 | -4.9 | 98 | 2
CN(CCCC(=O)O)S(=O)(=O)c1ccc2c(c1)C(=O)c1cc(S(=O)(=O)N(C)CCCC(=O)O)ccc1-2 | -4 | 1.4 | -1 | -2 | -7 | 1 | 1 | -2.5 | 97 | 0
CCOCCCNC1=C(Cl)C(=O)c2ccccc2C1=O | -7 | 7.1 | 1 | -1 | -35 | -9 | 22 | 0.9 | · | 4
Cc1ccc(NC(=O)Cn2c(=O)cnc3ccccc32)cc1S(=O)(=O)N(C)C | -5 | -0.3 | -4 | 1 | 1 | 0 | -1 | -0.4 | 98 | -5
COc1ccc(S(=O)(=O)N2CCN(C3CCCCCCC3)CC2)cc1 | -6&-10 | 4.2 | -4&2 | -1&0 | -18 | -8 | -4&-3 | 1.1&-1.4 | · | -4
O=C(NCc1ccccn1)c1cc(Cl)ccc1OCc1ccccc1 | 34 | -0.6 | 4 | 3 | 2 | 4 | 5 | -1.2 | 111 | 1
Cc1nn(-c2ccc(F)cc2F)c(=O)c2noc(C)c12 | 27 | -1.9 | 1 | 1 | 10 | 0 | 1 | 0.4 | · | -1
O=S1(=O)CC(N2CCOCC2)c2ccccc21 (stereo not drawn) | -7 | -1.8 | -3 | -2 | 8 | -4 | · | -0.4 | 108 | -6
CCc1cccc2c(=O)c(C(=O)NCCN3CCOCC3)c[nH]c12 | -4 | -2.5 | -6 | 4 | 14 | 11 | -4 | -0.8 | 116 | 2
COc1ccc(OCC(=O)N/N=C/c2ccc(O[C@@H]3O[C@H](CO)[C@@H](O)[C@H](O)[C@H]3O)cc2)cc1 | 7 | 0.1 | -6 | 2 | 0 | -24 | · | 0.2 | 106 | 8
Cc1ccc(-n2c(SCC(=O)N/N=C/c3ccccc3C(=O)O)nnc2-c2ccc(Cl)cc2)cc1 | -9 | 4.7 | -2 | 0 | -25 | -17 | -4 | 0.3 | 100 | 2
O=C(COC(=O)c1cc(=O)[nH]c2ccccc12)NC1CCCC1 | -20 | · | 0 | 1 | · | · | -2 | 0.1 | 103 | ·
COc1ccc(Cl)cc1CSc1n[nH]c(C)n1 | 7 | -0.2 | -1 | 0 | 1 | -2 | -1 | 2.6 | 102 | 4
Cc1sc2ccccc2[n+]1CC(=O)c1ccccc1 | -7 | -0.4 | 22* | -1 | 2 | -9 | · | 11 | 104 | 5
Cc1c(C)n(Cc2ccc(Cl)cc2)c2ccc(C(=O)NCCCN3CCOCC3)cc12 | 8 | -0.9 | 0 | 4 | 5 | -5 | -5 | -0.4 | 108 | -2
O=C(Nc1cccnc1)C1=NN(C2CCS(=O)(=O)C2)C(=O)CC1 (stereo not drawn) | -20 | -2.5 | -1 | 4 | 13 | -1 | -4 | -1.0 | 100 | 2
CCOC(=O)c1[nH]c2ccccc2c1NC(=O)c1nonc1C | -11 | 1.0 | -5 | -3 | -5 | -3 | · | -0.2 | 103 | -4
COc1ccc2c(c1)C(c1ccc(C)o1)=NNC(c1ccccc1)=N2 | -3 | -0.3 | 3 | -1 | 2 | -1 | 1 | -2.7 | 86 | 0
Cc1cc(C)c2nc(NCc3ccccc3O)sc2c1 | -6 | 2.0 | -3 | 0 | -10 | -2 | 16 | 4.4 | 98 | 0
Cc1ccc(C(=O)Nc2nnc(C3CCCCC3)s2)o1 | 1 | -3.0 | 3 | 1 | 17 | 1 | -4 | 0.0 | 107 | -2
O=C(Cc1ccccc1)NCC(=O)N1CCCCC1 | 13 | -0.9 | -2 | 3 | 4 | -3 | -1 | 14 | 104 | 3
CCCCCCCc1c(C)nc(N2CCOCC2)[nH]c1=O | -4 | -2.8 | -1 | -5 | 15 | 2 | · | -0.2 | 103 | 1
CCC(=O)Nc1ccc(C(=O)NNC(=O)C2CCCCC2)cc1 | -3 | -0.8 | -2 | -2 | 5 | -2 | -1 | 0.0 | 118 | 5
O=C(COc1ccc(Cl)cc1)Nc1ccc(Cl)cn1 | 0 | 4.6 | -3 | 0 | -26 | 4 | · | -1.1 | 103 | 3
CCS(=O)(=O)c1ccc(O)c(NC(=O)/C=C/c2ccc(Cl)cc2)c1 | -16 | -3.1 | -5 | -1 | 17 | -15 | 1 | -1.1 | 102 | 0
COc1ccc(NC(=O)COc2ccc(/C=N/O)cc2OC)cc1 | 15 | 0.1 | 0 | 4 | 0 | -9 | 6 | 0.6 | 107 | 4
Cc1nn(C)c(C)c1/C=C/C(=O)c1ccc(Cl)cc1Cl | 36 | -0.5 | 1 | 0 | 3 | -1 | 4 | 1.4 | 103 | 3
CN1CCN(c2oc(COc3ccc(-c4ccccc4)cc3)nc2C#N)CC1 | 28 | 2.5 | 5 | 3 | -12 | -4 | · | 0.0 | 132 | 2
CCn1c(C)c(C)c2cc(C(=O)NCCCN3CCCC3)ccc21 | 6 | 0.2 | -7 | -4 | -1 | -4 | -4 | -0.7 | 113 | -1
Cc1cc(C)c2nc(N(CCN(C)C)C(=O)c3ccc(S(=O)(=O)N(C)CC4CCCO4)cc3)sc2c1 (stereo not drawn) | 1 | -0.7 | -8 | 7 | 2 | -1 | 0 | 0.7 | 110 | -4
Cn1c(CC2Sc3ccccc3NC2=O)nnc1SCC(=O)c1ccc(Cl)cc1 (stereo not drawn) | -16 | -1.0 | -2 | -2 | 5 | 2 | 2 | -0.7 | · | 3
CCC(=O)C1CCCN(C(=O)c2ccc3nc(-c4cccc(OC)c4)oc3c2)C1 (stereo not drawn) | 11 | -3.2 | -2 | 3 | 10 | -3 | 29 | -0.4 | 110 | 2
CC(C)/C=C/C(=O)N1CCC(N2CCC(C(=O)N3CCOCC3)CC2)CC1 | 15 | -1.3 | 5 | -2 | 7 | -4 | -1 | 1.1 | 119 | -3
C=CCn1c(=O)c(C(=O)NCc2ccccc2)c(O)c2ccccc21 | -8 | 3.7 | -2 | 2 | -18 | -7 | -1 | -0.6 | 116 | -9
Cc1cccc(OCc2nnc(SCC(=O)Nc3ccc(C)c(C)c3)o2)c1 | 6 | 4.6 | -2 | 0 | -29 | -1 | -2 | -3.1 | 66* | -1
CC1Nc2ccccc2C(=O)N1NC(=O)c1ccc(Br)cc1 (stereo not drawn) | -3 | -0.7 | -4 | 3 | 3 | -24 | 0 | 0.2 | 104 | 1
